N-glyco inh – N-linked glycosylation inhibition; reporter increase, % at 12.5 µM; D54 ERlucT glycosylation luciferase reporter, 24 h; percent of 100 nM tunicamycin response; 0.23% of 360,000 active;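 active means mean luciferase reporter signal, scaled so untreated is 0 and the glycosylation-blocking control 100, at or above a set limit in every replicate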;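 further: luciferase carries N-glycosylation sites so blocking glycosylation raises the light; 0% = median of neutral control wells and 100% = median of 100 nM tunicamycin wells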
TLR9-MyD88 inh – inhibitors of human TLR9-MyD88 binding; CHO BLA complementation TLR9-MyD88, CCF4 FRET ratio; inhibition, % at 4.98 µM; 0.21% of 340,000 active; AID 504734;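 active means inhibition above the mean over all tested compounds plus 3 SD, cut at about 21% in these data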;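 further: 0% = DMSO only wells and 100% = clavulanate BLA inhibitor control wells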
MC4R antag cAMP – antagonists of human melanocortin 4 receptor (MC4R). P32245. MC4R-expressing cells, MTII-stimulated cAMP, LANCE TR-FRET. inhibition, % at 6.5 µM. 0.48% of 360,000 active;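 active means inhibition above its plate's cutoff, the mean of tested wells on that plate plus 3 SD, cut at about 29% in these data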;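 further: 0% = Melanotan II alone and 100% = Melanotan II plus saturating MCL0020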
Target sequence (P32245 whole entry, looked up): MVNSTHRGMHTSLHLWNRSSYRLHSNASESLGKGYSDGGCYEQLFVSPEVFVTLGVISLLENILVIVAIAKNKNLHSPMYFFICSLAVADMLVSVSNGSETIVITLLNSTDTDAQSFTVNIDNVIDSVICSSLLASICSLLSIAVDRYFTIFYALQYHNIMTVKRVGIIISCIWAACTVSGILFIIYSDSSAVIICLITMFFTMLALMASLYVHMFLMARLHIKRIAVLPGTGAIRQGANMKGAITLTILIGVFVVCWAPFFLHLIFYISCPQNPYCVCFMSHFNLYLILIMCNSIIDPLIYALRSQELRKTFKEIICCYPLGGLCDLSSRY
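System – human MC4R-expressing U2OS cells · Also added – Melanotan II · Dosing – one concentration, 6.5 µM nominal · Timing – 30-min compound, 1-h challenge, 1-h detection, room temperature · Measured by – Eu-cAMP/anti-cAMP TR-FRET, emission 671 nm · Replicates – singlicate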
aDG glyco act – increases alpha dystroglycan glycosylation | 0.22% of 360,000 active | activation, % at 10 µM | AID 624168 | Pro5-aDG cells, alpha-DG glycosylation AlphaScreen (IIH6); 0% Pro5, 100% B10-LARGE cell signal;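 active means activation of at least 8% versus controls, or a plate z-score of at least 8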;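 further: Pro5 are CHO cells carrying HIG-tagged alpha-DG that lacks glycosylation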
ABHD5-PLIN5 inh – ABHD5-PLIN5 protein interaction inhibition | Q00G26+Q8WTS1 | Split G. princeps luciferase complementation, luminescence, 4 h | inhibition, % at 4 µM | 0.78% of 360,000 active | AID 602281;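 active means inhibition above the mean inhibition across every tested compound plus 3 SD, cut at about 22% in these data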;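 further: 0% = DMSO only wells and the 100% control is not disclosed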
MC4R ag barr – agonists of human melanocortin 4 receptor (MC4R) beta-arrestin. P32245. U2OS MC4R beta-arrestin complementation, luminescence; percent of melanotan II response, DMSO zero. activation, % at 8.9 µM. 0.98% of 360,000 active. AID 540308;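 active means activation above a per-plate cutoff, the mean activation of sample wells on that plate plus 3 SD, cut at about 8% in these data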
ABCB6 inh MLPCN – inhibitors of human ABC transporter ABCB6; K562-ABCB6 porphyrin accumulation, flow cytometry, 1 h; hits give low values; fluorescence ratio to DMSO, % at 10 µM; AID 602162; Q9NP58; 0.19% of 360,000 active;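 active means fluorescence ratio to DMSO below 75%, the collection mean minus 3 SD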;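 further: signal is porphyrin accumulated inside mitochondria; 100% equals median channel fluorescence of DMSO control wells; lower ratio means ABCB6 inhibition with less porphyrin fluorescence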
NOD2 RIPK2 PPI – inhibitors of human NOD2-RIPK2 interaction. inhibition, % at 4.98 µM. AID 624267. O43353. CHO BLA complementation NOD2-RIPK2, CCF4 ratio. 0.38% of 360,000 active; in the data active means inhibition above about 21%;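 further: 0% = vehicle only and 100% = reference blocker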
Target sequence (O43353 whole entry, looked up): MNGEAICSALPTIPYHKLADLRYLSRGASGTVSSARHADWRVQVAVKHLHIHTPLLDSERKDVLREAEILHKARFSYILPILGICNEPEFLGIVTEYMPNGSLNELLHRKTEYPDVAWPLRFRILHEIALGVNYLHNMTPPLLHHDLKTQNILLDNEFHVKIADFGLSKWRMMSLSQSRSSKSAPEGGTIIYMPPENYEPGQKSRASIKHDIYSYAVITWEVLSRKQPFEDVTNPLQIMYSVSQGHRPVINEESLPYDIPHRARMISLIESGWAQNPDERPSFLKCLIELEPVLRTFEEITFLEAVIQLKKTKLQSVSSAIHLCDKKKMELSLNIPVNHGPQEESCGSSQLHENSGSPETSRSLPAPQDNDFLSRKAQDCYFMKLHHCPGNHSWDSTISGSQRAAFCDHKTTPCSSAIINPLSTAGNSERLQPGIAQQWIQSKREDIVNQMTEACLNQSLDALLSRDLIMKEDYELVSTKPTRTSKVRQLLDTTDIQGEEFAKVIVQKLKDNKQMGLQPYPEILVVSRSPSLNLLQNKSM
Granule exo inh – blocks lytic granule exocytosis | TALL-104 LAMP-1 surface exposure, flow cytometry; cells stimulated with thapsigargin and PMA | 0.66% of 360,000 active | inhibition, % at 10 µM;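 active means inhibition above about 55%, limit read from the data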
Vif imaging – HIV Vif inhibition. HEK293T cells, Vif self-association by quenched fluorescence, imaging, 24 h. inhibition, % at 7.49 µM. 0.35% of 340,000 active. AID 602346; in the data active means inhibition above about 50%, passing the limit was not always enough; further: some results filed as inactive read as strong as hits
Active calls of the source: *; / = no result given.

ABCB6 inh MLPCN	Granule exo inh	MC4R ag barr	aDG glyco act	Vif imaging	molecule	N-glyco inh	TLR9-MyD88 inh	NOD2 RIPK2 PPI	MC4R antag cAMP	ABHD5-PLIN5 inh
100	-3	-0.2	-0.2	9	Cc1ccc(NC(=S)c2ccccc2)cc1	-4	5	-6	7	0
103	-4	-0.1	-0.1	-3	COc1ccc(C(=O)Nc2nnc(S(=O)(=O)N3CCOCC3)s2)cc1	-1	-10	-2	-1	-1
94	5	-2.6	-0.2	-2	O=[N+]([O-])c1ccc(/C=N/N2CCN(Cc3ccccc3)CC2)cc1	1	-2	3	9	3
103	-2	2.2	9.2*	7	CCN(CC)S(=O)(=O)c1ccc2[nH]c(=O)cc(C(=O)Nc3cccc(C(C)=O)c3)c2c1	5	-10	-6	14	-4
98	-2	-0.8	0.0	-3	O=C(N/N=C/c1ccccc1[N+](=O)[O-])c1cnccn1	0	-11	-10	8	-2
93	22	-1.0	0.2	3	CCCCCCNC(=O)O[C@@]12CN(S(=O)(=O)c3ccc(C)cc3)C[C@]1(O)Cn1c(=O)n(CCCCCC)c(=O)n1C2	-6	-14	-3	11	-13
174	-9	-0.1	0.0	12	CCn1c(Cc2ccc(OC)cc2)nnc1SCC(=O)Nc1ccc(N2CCOCC2)cc1	0	-2	0	14	2
99	-9	-0.6	0.0	-1	CCOC(=O)N1CCN(C(=O)C(C)c2ccc([N+](=O)[O-])cc2)CC1 (stereo unspecified)	2	-8	-12	12	0
101	-6	0.5	-0.2	10	O=C(NCCCO)NC(=S)c1cccc2ccccc12	1	-9	6	18	2
95	0	-2.5	0.0	10	O=C(O)CCCNS(=O)(=O)c1cccs1	1	0	2	1	-3
107	-1	1.5	1.0	-11	O=C(CCn1nc(-c2ccc(Cl)cc2)ccc1=O)N1CCN(c2ccccn2)CC1	1	-5	-16	1	18
88	-1	0.8	-0.1	1	CCOC(=O)c1cnn(CCOC(=O)c2cccs2)c1NC(=O)c1cccs1	0	-4	-4	24	-6
96	-1	-2.1	0.2	-4	CC1=CCC[C@@H]2[C@@](C)(CC/C(C)=C/C(=O)O)[C@H](C)CC[C@@]12C	1	-16	-8	-5	-10
97	1	-1.7	0.9	-3	Cc1nc2ccc(NC(=O)c3ccc(S(=O)(=O)N(C)C)cc3)cc2s1	0	5	-11	0	-2
90	5	-1.6	0.1	0	O=C(COc1cc2oc(=O)c3c(c2cc1Cl)CCC3)Nc1ccccn1	-2	-5	-10	0	-3
97	-2	-1.2	0.1	-4	O=C(/C=C/c1ccco1)Nc1ccc2nc3n(c(=O)c2c1)CCCC3	-3	5	-16	-16	-3

Part of the list above, reduced to MC4R ag barr and MC4R antag cAMP.
Structure	MC4R ag barr	MC4R antag cAMP
O=C(/C=C/c1ccco1)Nc1ccc2nc3n(c(=O)c2c1)CCCC3	-1.2	-16
O=C(COc1cc2oc(=O)c3c(c2cc1Cl)CCC3)Nc1ccccn1	-1.6	0
Cc1nc2ccc(NC(=O)c3ccc(S(=O)(=O)N(C)C)cc3)cc2s1	-1.7	0

Remaining list, next part.
ABCB6 inh MLPCN	Granule exo inh	MC4R ag barr	aDG glyco act	Vif imaging	molecule	N-glyco inh	TLR9-MyD88 inh	NOD2 RIPK2 PPI	MC4R antag cAMP	ABHD5-PLIN5 inh
93	0	0.5	0.1	3	Fc1ccccc1CSc1ncn[nH]1	0	-10	-9	3	-1
102	-4	-1.6	-0.3	9	CC1(c2ccc([N+](=O)[O-])c(CS(=O)(=O)c3ccccc3)c2)OCCO1	-1	/	-5	19	-7
94	-2	-1.2	0.1	-1	COc1c(Cl)cc(Cl)cc1C(=O)Nc1ccc(C(=O)O)cc1	2	6	-4	1	1
100	-2	-2.4	0.8	4	Cc1ccc(-n2nc3c(=O)n(CC(=O)NCc4ccc(C)o4)nc(C)c3c2C)cc1	2	9	-8	0	3
98	-1	0.7	0.1	/	CCOC(=O)c1ccc(N2C(=O)C3C(C2=O)C(C(=O)c2ccc(Cl)cc2)N2CCCC32)cc1 (stereo unspecified)	-1	-13	5	16	-1
95	-1	-1.8	-0.1	2	CCCC1=C(C(=O)OCC)C(c2c(C)nn(-c3ccccc3)c2Cl)C(C#N)=C(N)O1 (stereo unspecified)	2	4	4	3	-8
98	-3	0.7	0.0	3	CCCCOc1ccc(N2C(N)=NC(N)=NC23CCCCC3)cc1	0	5	-7	5	8
98	-2	-2.8	-0.3	0	NC(=O)CCn1cnc2ccccc21	1	17	6	4	3
97	6	-3.4	0.5	-12	COC(=O)CN1C(=O)N/C(=C/c2ccc(C)o2)C1=O	3	-3	6	-21	25*
101	3	-1.4	-0.1	-28	CN(CC(=O)Nc1ccc(N2CCOCC2)cc1)CC(=O)Nc1ccc([N+](=O)[O-])cc1Br	2	-5	5	1	0
98	-1	-0.5	0.8	-26	CCc1ccc(-c2nc(CSCC(=O)N3CCN(c4ncccn4)CC3)c(C)o2)cc1	0	-15	2	6	-4
100	-1	0.3	-0.1	5	COc1ccc(NC(=O)c2[nH]ncc2[N+](=O)[O-])cc1	-1	14	-12	1	0
98	-2	17*	0.1	11	COc1cc(/C=C2/C(=N)N3C=CSC3=NC2=O)ccc1OCCCOc1ccccc1C	7	-5	0	-29	10
101	14	-3.8	-0.3	-6	Cc1ccc(CSCC(=O)N(C)CC(=O)Nc2c(Cl)cccc2Cl)cc1	1	-7	-7	15	-9
96	-5	0.4	0.0	-2	CCC1(CC)C(=O)C2=C3C1[C@H](C(=O)OC)C=C(C(=O)OC)C[C@H]3[C@H]1C(=O)NC(=O)[C@H]1[C@H]2C (stereo partly specified)	0	4	-15	10	3
99	0	1.1	0.1	2	CCc1cccc(C)c1NC(=O)CSc1nnc(-c2ccco2)n1N	-2	-4	-8	12	-3
105	28	0.8	-0.3	-8	CCN(C(=S)Nc1cccnc1)c1cccc2ccccc12	2	6	-16	0	-26
96	-3	/	-0.2	/	Cc1cc(C)cc(Cn2cc(CN3CC(N4CCN(CCN(C)C)CC4)CS3(=O)=O)nn2)c1 (stereo unspecified)	/	/	-12	/	-4
95	3	/	0.1	/	CCOC(=O)[C@]12CCC=C1N(Cc1ccccc1)C(=O)[C@H](CC(=O)NCc1cccc3ccccc13)C2	/	/	11	/	0
100	1	-4.2	-0.1	-1	Cc1cccc(C)c1N1CCN(S(=O)(=O)N(C)C)CC1	-3	-6	3	8	-2
97	41	1.5	0.1	5	COc1ccc(N(CC(=O)NCc2ccco2)C(=O)CNS(=O)(=O)c2ccc(Cl)cc2)cc1	-1	-5	4	21	-4
103	4	0.4	0.2	-3	COCCN(CC(=O)Nc1cccc(C)c1C)C(=O)C1(c2ccc(Cl)cc2)CCC1	-2	0	-6	3	-2
90	-4	-1.2	0.0	-19	O=C(Nc1ccc(N2CCOCC2)nc1)c1ccc(C(F)(F)F)cc1	1	1	-3	8	6
146	-2	-1.9	-0.6	15	CC(CC(=O)O)CC(=O)Nc1cc([N+](=O)[O-])ccc1O (stereo unspecified)	-2	10	-7	0	4
96	-2	0.0	0.3	-3	N/C(=N\OC(=O)/C=C/c1ccccc1Cl)c1ccccn1	-19	0	-4	14	-6
95	0	-1.9	0.0	-5	Cn1c(=O)c2c(nc(CN3CCOCC3)n2Cc2ccccc2)n(C)c1=O	1	-3	5	1	0
105	-4	2.8	-0.1	-5	Cc1ccc(S(=O)(=O)c2cn(CC(=O)Nc3ccccc3)c3ccc(F)cc3c2=O)cc1	-2	-2	0	9	-9
96	4	-1.2	0.1	/	CCn1c(CNc2ccc(F)cc2)nnc1SCC(=O)Nc1ccc(OC)cc1OC	0	3	-11	12	3
99	0	-2.5	0.2	12	O=C(CSc1nnc(-c2cccnc2)n1Cc1ccco1)c1ccc(Cl)c(Cl)c1	4	0	4	8	22
91	8	-0.8	-0.1	-2	Cc1ccc(C(=O)CSc2nc(C)cc(SCc3nnc(-c4ccccc4)o3)n2)cc1	1	1	-5	12	1
89	2	-0.6	0.2	24	COc1ccc(N(C)S(=O)(=O)c2cccc(C(=O)NCC3CCCO3)c2)cc1 (stereo unspecified)	-1	6	4	3	5
99	-4	-0.7	-0.1	-7	COc1ccc(NC(=O)CCNC(=O)c2ccco2)cc1OC	0	3	-12	10	1
116	3	-2.5	-0.2	-1	O=C(CNC(=O)c1ccccc1)NCC1COc2ccccc2O1 (stereo unspecified)	1	0	2	12	2
/	5	/	0.3	/	CC(C)(C)NC(=O)C(c1ccc(C#N)cc1)n1c(=O)c(-c2ccco2)nc2ccccc21 (stereo unspecified)	/	/	6	/	75*
93	12	-1.2	0.0	-1	COC1OC(COC(=O)c2ccccc2)C(OC(=O)c2ccccc2)C1OC(=O)c1ccccc1 (stereo unspecified)	-7	7	1	8	0
87	0	0.5	0.5	/	CCCCC(=O)N(C)c1c(CC)nc2c(OCCOc3ccccc3)cccn12	0	/	2	-2	9
76	-5	-0.8	0.2	-4	OCCCNc1nnc(-c2ccccc2)c2ccccc12	-3	1	2	2	5
111	0	-0.3	-0.1	2	CCOC(=O)N1CCN(C(=O)C2CCN(S(=O)(=O)N3CCCC3)CC2)CC1	0	-18	4	16	3
113	-2	-1.2	0.0	4	CC1Cc2ccccc2N1C(=O)CN1CCc2ccccc2C1 (stereo unspecified)	-2	1	-17	12	-2
99	2	-1.3	-0.1	9	C[C@H]1CN([C@@H](C)CO)C(=O)Cc2cc(NS(=O)(=O)c3cccs3)ccc2O[C@H]1CN(C)S(=O)(=O)c1cn(C)cn1	1	6	0	2	-4
98	-4	1.2	0.2	-8	COC(=O)c1ccccc1CC1Cc2cc3c(cc2C1=O)CCC3 (stereo unspecified)	-8	4	3	-7	4
95	0	1.1	-0.5	15	O=C(N/N=C\c1ccccc1)c1ccccc1-n1cccc1	0	-6	-4	-2	-5
81	0	-0.4	0.3	3	Cc1nc2ccccc2n1C1CCN(CC(=O)NCc2ccc(F)cc2)CC1	-3	-1	-18	2	-3
94	-2	-2.5	0.1	-9	O=C(Nc1nc2ccccc2[nH]1)C1CCCC1	0	10	-11	1	-3
134	-4	0.7	-0.5	12	COc1ccc(-c2cc(=O)[nH]c(=S)[nH]2)cc1	2	-1	-4	5	-2
106	0	0.4	0.5	-7	Cc1cc(-c2csc(NC(=O)c3ccccc3C(F)(F)F)n2)c(C)n1Cc1ccccc1	0	2	-3	23	0
112	6	-1.5	0.0	-4	COc1ccc(S(=O)(=O)N2CCC(O)(c3ccc(Cl)cc3)CC2)cc1OC	0	-9	-4	-3	0
102	5	-1.6	0.3	-4	CCN(CC)C(=S)NC(=O)c1ccc(OC)c(Br)c1	1	1	-13	0	-12
100	-1	1.8	0.0	4	COc1ccc(C(=O)N2CCCCC2c2cc(C(=O)Nc3ccc(OC)cc3C)no2)cc1 (stereo unspecified)	-1	/	0	2	-1
94	-4	-2.3	0.3	-1	CN(Cc1ccccc1)C(=O)CCSc1nc(-c2ccc3c(c2)OCO3)cc(C(F)(F)F)n1	-5	5	4	11	-5

Compound activity deposited in PubChem BioAssay by several laboratories.

These rows are one share of the data; rates above refer to the full screens.
